FUS yeast rescue: rescues growth of FUS-expressing yeast | Potency, µM (top dose mostly 76.6 µM), inactives show top-dose growth rescue (activation), hits mostly activators | AID 1347120 | S. cerevisiae FUS-expressing, growth rescue, OD600, 24 h | 390,000 compounds, 0.24% hits;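 also: potency is read from the fitted curve at half-maximal effect; plate controls were DMSO vehicle for no effect and reference control for full effect; nearly all actives have a fitted effect of over 55% in size; some results filed as inactive show a strong effect at the top dose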
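Quantitative HTS measuring growth restoration of FUS-toxic yeast. Galactose-induced cells (OD 0.005) were exposed 24hr at 30C to compounds at several concentrations, then absorbance at 600 nm was recorded.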
PI5P4K alpha inh: blocks human PI5P4K alpha kinase activity; max response, %; PI5P4Kalpha enzyme, ADP-Glo luminescence, 60 min; active compounds read low; 330,000 compounds, 1.2% hits; active = max response of -50% or lower; inconclusive = between -30% and -50%; inactive = -30% or higher; also: value at the top dose of about 77 µM; % is scaled to controls: 0 for no effect and ±100 for the full control effect
Target sequence (P48426 whole entry, looked up): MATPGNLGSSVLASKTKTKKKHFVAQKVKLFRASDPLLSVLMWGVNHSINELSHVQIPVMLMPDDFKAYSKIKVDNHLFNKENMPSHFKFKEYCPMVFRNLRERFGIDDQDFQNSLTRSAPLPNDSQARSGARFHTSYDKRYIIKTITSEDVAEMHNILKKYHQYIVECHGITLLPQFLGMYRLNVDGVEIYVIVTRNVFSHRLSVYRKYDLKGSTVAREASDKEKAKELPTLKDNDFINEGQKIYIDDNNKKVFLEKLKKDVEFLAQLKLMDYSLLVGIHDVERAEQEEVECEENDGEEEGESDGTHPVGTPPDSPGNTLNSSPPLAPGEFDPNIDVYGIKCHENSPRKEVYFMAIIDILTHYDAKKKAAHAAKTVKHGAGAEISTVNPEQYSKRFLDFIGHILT
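PI5P4Kalpha ADP-Glo assay; 5 microM ATP final; 60 min RT reaction; HEPES pH 7.4/EGTA/CHAPS, 5% DMSO; controls lacking substrate or enzyme; luminescent end-point.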
WRN helicase inh: blocks human WRN helicase. 360,000 compounds, 0.46% hits. Potency, µM (highest dose often 114 µM), for inactives: at the top dose activity change, negative = inhibition, actives largely listed as inhibitors. WRN helicase unwinding, fluorescent forked duplex, kinetic. Q14191. AID 651768; also: potency is read from the fitted curve at half-maximal effect; % is scaled to controls: 0 for no effect and ±100 for the full control effect; nearly all actives have a fitted effect of over 55% in size
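Screening of the MLSMR collection measured strand separation of a quenched forked DNA duplex (100 nM) by 20 nM WRN with 2 mM ATP, all final. Compounds were preincubated with enzyme 15 min at room temperature.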
IL2 activator: activates IL-2 in a cell-based reporter assay. IL-2 activation reporter assay, cell-based qHTS; stimulated with anti-CD3/CD4/CD28 beads; in transgenic mouse T cells. activation, % (series mostly up to about 46 µM). 360,000 compounds, 0.065% hits; in the data active = activation above about 50%; inconclusive = mostly about 30% to 49%; also: 0% is about no effect
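Readout: EGFP and DsRed signals by fluorescent plate cytometry. Unstimulated transgenic mouse T cells received compound 60 min before antibody-bead stimulation, then incubated 18 h at 37 degrees C.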
PLK1 PBD block: PLK1 (human) polo-box domain binding inhibition | P53350 | Plk1 PBD binding of FITC phosphopeptide, fluorescence polarization | Potency, µM, inactives show max response, negative = inhibition, most hits filed as inhibitors | 360,000 compounds, 2.8% hits | AID 720504; also: potency is read from the fitted curve at half-maximal effect; series mostly up to about 57 µM; % is scaled to controls: 0 for no effect and ±100 for the full control effect; nearly all actives have a fitted effect of over 65% in size
Target sequence (P53350 whole entry, looked up, the tested form may be a part): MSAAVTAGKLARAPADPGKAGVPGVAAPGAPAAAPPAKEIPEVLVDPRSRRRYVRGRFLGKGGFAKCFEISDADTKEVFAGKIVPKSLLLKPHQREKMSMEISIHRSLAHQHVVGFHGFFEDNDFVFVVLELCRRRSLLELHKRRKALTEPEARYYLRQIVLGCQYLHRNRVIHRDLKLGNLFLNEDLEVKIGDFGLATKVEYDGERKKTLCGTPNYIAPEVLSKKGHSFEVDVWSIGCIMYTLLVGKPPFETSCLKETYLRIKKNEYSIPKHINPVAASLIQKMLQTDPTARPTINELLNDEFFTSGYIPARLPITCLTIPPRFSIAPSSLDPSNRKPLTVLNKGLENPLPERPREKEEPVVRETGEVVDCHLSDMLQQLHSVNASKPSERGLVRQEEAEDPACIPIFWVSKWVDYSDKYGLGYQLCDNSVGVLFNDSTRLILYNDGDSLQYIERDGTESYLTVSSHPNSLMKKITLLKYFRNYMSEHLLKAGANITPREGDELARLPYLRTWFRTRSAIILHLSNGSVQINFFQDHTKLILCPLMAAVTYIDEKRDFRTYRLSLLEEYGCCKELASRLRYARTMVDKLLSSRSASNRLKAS
EPAC1 antag: antagonists of human EPAC1 | EPAC1 GEF assay, Rap1b-BODIPY-GDP exchange fluorescence | Potency, µM (doses to about 115 µM), for inactives: at the top dose activity change, negative = inhibition, hits mostly inhibitors | 360,000 compounds, 0.14% hits;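 also: potency is read from the fitted curve at half-maximal effect; plate controls were vehicle for no effect and positive control for full effect; nearly all actives have a fitted effect of over 50% in size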
EPAC1 agonist: activates human EPAC1 exchange factor; 360,000 compounds, 0.073% hits; O95398; Potency, µM (titrated, usually from 154 µM), for the others: top-dose activation, actives largely listed as activators; EPAC1 agonist qHTS, biochemical assay; response scale: 100% = response to 6.5 mM cAMP; also: potency is read from the fitted curve at half-maximal effect; nearly all actives have a fitted effect of over 60% in size
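Nucleotide exchange assay: 100 nM EPAC1 with 250 nM Rap1B loaded with BODIPY-GDP and 50 uM GDP, room temperature. Fluorescence (480/540 nm) read every 5 min for 30 min; signal change normalized to 6.5 mM cAMP as full agonist.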
Abeta yeast res: compounds reversing amyloid beta toxicity in yeast. yeast expressing A-beta42, growth rescue, OD600, 48 h; response scale: 0% DMSO, 100% iron-clioquinol control. Potency, µM (titrated, usually from 46.1 µM), for the others: at the highest dose growth rescue, most hits filed as activators. 410,000 compounds, 0.063% hits; also: potency is read from the fitted curve at half-maximal effect; nearly all actives have a fitted effect of over 55% in size
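Growth rescue measured by 600 nm absorbance after 48 h yeast culture at 30 C with compound. Values normalized between DMSO and an equimolar ferric chloride plus clioquinol control.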
* hit, by the source's call; ? = inconclusive; · = not tested or not shown; [ ] = another dose, or the depositor's remark. Unless noted, calls follow the shape of the dose curve; as a rule, active = well fitted curve in the direction sought with a large enough effect; inconclusive = small, poorly fitted or top-dose-only effect, or another doubt; inactive = no such curve, though single readings can be large; an effect the other way counts as inactive or inconclusive.

The first 8 entries as a preview:
Every second line gives: PLK1 PBD block, PI5P4K alpha inh, EPAC1 antag, EPAC1 agonist, IL2 activator, WRN helicase inh, FUS yeast rescue, Abeta yeast res
Cc1ccc2[nH]c(=O)c(CN(CCCO)S(=O)(=O)c3c(C)ccc4nsnc34)cc2c1
  -5%, ·, 7%, -3%, 4.2, -6%[57.1 µM], 8%, -13%
COc1ccccc1NC(=O)c1csc2c1CCCC2
  0%, ·, -5%, 7%, 1.3, -1%, 14%, -12%
COc1cccc(-c2csc(N3CCN(C(=O)NC45CC6CC(CC(C6)C4)C5)CC3)n2)c1
  -1%, 1, 0%, 9%, -0.4, -6%, 38%, 17%
OCc1ccccc1-c1ccc2nccn2c1
  -5%, -4, -20%, 15%, 0.0, -6%, -8%, -13%
Cn1c(=O)[nH]c(=O)c2c1nc(Br)n2CCC(=O)c1ccccc1
  -16%, -7, -16%, 8%, -2.7, 0%, -25%, -6%
Cc1ccc(NC(=O)CCN2C(=O)NC3(CCCC3)C2=O)cc1
  4%, 2, -9%, 9%, 2.0, -5%, 4%, 6%
COc1ccc(OCCC(=O)NCCN2CCOCC2)cc1
  -1%, 1, -29%, -2%, 1.2, -7%, -6%, -13%
CCC(=O)N1CCC2(CC1)Oc1ccc(F)cc1C(=O)C21CC(c2ccccc2)=NO1 (stereo unspecified)
  -4%, 0, -3%, -4%, 0.1, -4%, 22%, 1%

This part in full, previewed entries included:
Every second line gives: PLK1 PBD block, PI5P4K alpha inh, EPAC1 antag, EPAC1 agonist, IL2 activator, WRN helicase inh, FUS yeast rescue, Abeta yeast res
Cc1ccc2[nH]c(=O)c(CN(CCCO)S(=O)(=O)c3c(C)ccc4nsnc34)cc2c1
  -5%, ·, 7%, -3%, 4.2, -6%[57.1 µM], 8%, -13%
COc1ccccc1NC(=O)c1csc2c1CCCC2
  0%, ·, -5%, 7%, 1.3, -1%, 14%, -12%
COc1cccc(-c2csc(N3CCN(C(=O)NC45CC6CC(CC(C6)C4)C5)CC3)n2)c1
  -1%, 1, 0%, 9%, -0.4, -6%, 38%, 17%
OCc1ccccc1-c1ccc2nccn2c1
  -5%, -4, -20%, 15%, 0.0, -6%, -8%, -13%
Cn1c(=O)[nH]c(=O)c2c1nc(Br)n2CCC(=O)c1ccccc1
  -16%, -7, -16%, 8%, -2.7, 0%, -25%, -6%
Cc1ccc(NC(=O)CCN2C(=O)NC3(CCCC3)C2=O)cc1
  4%, 2, -9%, 9%, 2.0, -5%, 4%, 6%
COc1ccc(OCCC(=O)NCCN2CCOCC2)cc1
  -1%, 1, -29%, -2%, 1.2, -7%, -6%, -13%
CCC(=O)N1CCC2(CC1)Oc1ccc(F)cc1C(=O)C21CC(c2ccccc2)=NO1 (stereo unspecified)
  -4%, 0, -3%, -4%, 0.1, -4%, 22%, 1%
Cc1cc(C)c(NC(=O)CN2C(=O)NC(Cc3ccccc3)C2=O)c(C)c1 (stereo unspecified)
  -4%, 5, -19%, 3%, -2.1, -24%, -5%, -11%
CCCCOC(=O)Nc1cccc(Cl)c1C
  1%, ·, -1%, 0%, -0.5, 2%, -10%, 13%
O=C(NNC(=O)C1CCC(C(=O)NNC(=O)c2cccs2)CC1)c1cccs1 (stereo unspecified)
  -1%, -1, -2%, 1%, -0.6, -8%, -4%, -13%
CC(C)C1C(=O)N(Cc2cn(Cc3ccco3)nn2)CCS(=O)(=O)N1Cc1ccc(-c2ccc(Cl)cc2)cc1 (stereo unspecified)
  -1%, -4, -11%, -10%, -3.5, -7%, ?, -32%
N#Cc1ccc(Oc2ccc(-c3nc4ccccc4nc3-c3ccccc3)cc2)cc1C#N
  -11%, 0, 16%, 8%, 0.8, 14%, 7%, -9%
OCCCCCCNc1ccc(CCO)cc1
  -6%, -3, 6%, 14%, 0.6, 0%, -32%, -9%
O=C(NCCCN1CCN(c2ccc(F)cc2)CC1)NC12CC3CC(CC(C3)C1)C2
  -6%, 3, -29%, 6%, -1.0, -4%[57.1 µM], 2%, -13%
CCOC(=O)C1CCN(C(=O)c2ccc(NS(=O)(=O)c3ccc4[nH]c(=O)[nH]c4c3)cc2)CC1
  -10%, -2, -9%, 9%, 2.1, -1%, -11%, -1%
CCN(CC)c1ccc(NC(=O)c2ccc(=O)[nH]c2)cc1S(=O)(=O)Nc1ccccc1OC
  4.7µM*, ?, -12%, 4%, 5.5, -19%, 29%, 0%
CC(C)Oc1ccc(C(=O)Nc2ccc(S(=O)(=O)N3CCN(C)CC3)cc2)cc1
  1%, -5, -7%, 6%, -0.3, 0%, -18%, -6%
CCCSc1nnc(NC(=O)Nc2ccccc2OC)s1
  -2%, -2, -15%, -9%, 0.6, 5%, 9%, 13%
O=C1CCC(=O)N1c1ccc(NCCc2ccccc2F)c([N+](=O)[O-])c1
  2%, 2, -12%, 4%, -1.3, 4%, -15%, 1%
CS(=O)(=O)c1ccc(-n2c(=O)n(Cc3ccccc3)c(=O)c3[nH]cnc32)cc1
  -5%, 4, -3%, -5%, -0.2, 7%, -15%, -3%
CC(C)CCOc1ccc(C2(C)NC(=O)NC2=O)cc1 (stereo unspecified)
  -3%, -1, -5%, 1%, 0.4, -2%, -6%, 0%
Cc1cccc(C)c1NC(=O)CNC(=O)c1cccc(S(=O)(=O)NCc2cccs2)c1
  2%, 0, -1%, -1%, 0.0, 5%, -2%, -3%
COc1ccccc1NS(=O)(=O)c1cccc(C(=O)NN=C2CCCC2)c1
  -10%, 3, -4%, 3%, -0.8, 0%, 10%, 0%
CCCCn1nnc(NC(=O)Cc2ccc(Cl)cc2)n1
  -9%, 4, 7%, 7%, -0.4, 1%, -1%, -22%
COC(=O)Cc1ccc(NC(=S)Nc2ccccn2)cc1
  -2%, 2, 14%, -2%, 0.3, 2%, 11%, ?
CC(Nc1nc(N2CCCC2)nc2ccccc12)c1ccccc1 (stereo unspecified)
  -7%, 0, 4%, -1%, -2.9, -12%[57.1 µM], 18%, -12%
Cn1c(Nn2cnnc2)nc2ccccc21
  0%, 1, 2%, -7%, 2.7, 3%, -5%, 6%
NC(=O)CNC(=O)C1CCN(S(=O)(=O)c2ccc(-n3cnnn3)cc2)CC1
  6%, 6, -7%, 6%, 0.7, -2%, 3%, -2%
c1ccc(CNc2ncnc3scc(-c4cccs4)c23)nc1
  -5%, -12, -5%, 9%, -4.5, 1%, -1%, -24%
C=CCNc1nc(Nc2ccc(-c3nc4ccccc4o3)cc2)nc(N2CCOCC2)n1
  -8%, ·, -29%, 20%, -1.3, -21%, ?, -19%
CCc1nc2ccc(C(=O)NCc3ccc(OC)cc3)cn2c1N(CC)Cc1cccc(Br)c1
  -13%, 2, -14%, -1%, -0.6, -8%, 43%, 32%
O=C(CSc1nnc(-c2ccc(F)cc2)o1)Nc1ccc(S(=O)(=O)N2CCCCCC2)cc1
  -11%, ·, 0%, 8%, -0.4, -10%, 20%, 8%
CCC(=O)c1ccc(OCC(=O)NCCCN2CCOCC2)cc1
  -2%, -7, 4%, 6%, -4.5, 5%, 0%, -6%
C(=Cc1c[nH]c2ccccc12)c1nccc2ccccc12
  -4%, 1, 2%, -1%, -0.6, 5%, ?, -11%
CC(=O)Nc1c(O)nc(SCc2ccccc2C#N)[nH]c1=O
  0%, 1, -19%, 1%, 0.4, -1%, ·, 1%
CC1CCCC(C)N1C(=O)COC(=O)CCC(=O)c1cccs1 (stereo unspecified)
  0%, 0, 7%, 3%, 2.0, 0%, -1%, 5%
Cc1ccc(S(=O)(=O)N(C)Cc2nc(-c3ccc(Br)cc3)no2)cc1
  -8%, 9, ?, 14%, -3.7, -8%, -22%, -17%
Cc1cc(C)nc(SCC(=O)Nc2ccc(S(=O)(=O)Nc3nccs3)cc2)n1
  -4%, ·, 4%, 6%, -1.3, -12%, 21%, 10%
COc1ccc(CC(=S)N2CCOCC2)cc1OC
  -6%, -2, 29%, 4%, -2.5, -4%, 9%, 12%
C=CCCC(=O)N1CCCC(Cc2cccc(Cl)c2)(C(=O)OCC)C1 (stereo unspecified)
  -2%, 6, -16%, -4%, -0.8, 11%, 28%, ?
CCc1cc(C(=O)N/N=C/c2ccc(O)cc2)c2ccccc2n1
  -2%, 7, 0%, 4%, 1.2, -17%, 21%, -8%
CCc1cccc(C)c1NC(=O)CN1C(=O)NC(Cc2ccccc2)C1=O (stereo unspecified)
  23%, 0, -4%, -4%, -7.9, -7%, -4%, -2%
COc1ccc(N2CCN(C(=O)c3ccccc3F)CC2)c([N+](=O)[O-])c1
  8.4µM*, -30, -11%, 0%, -3.3, 2%, 17%, 1%
COc1cc(C(=O)N2CCCN(c3nc4cc(C)ccc4cc3C#N)CC2)cc(OC)c1OC
  -6%, ·, -29%, 0%, -1.4, 5%, 13%, -1%
Cc1ccc(S(=O)(=O)c2c(N)n(Cc3ccco3)c3nc4ccccc4nc23)cc1
  -25%, ·, 6%, 12%, 1.3, -24%, 22µM*, 7%
COCCN(C(=O)COC(=O)/C(=C/c1ccccc1)NC(C)=O)c1c(N)n(Cc2ccccc2)c(=O)[nH]c1=O
  5%, -7, 2%, 5%, -0.9, -5%, ·, 7%
COc1ccc(NC(=O)[C@@H](NC(=O)c2ccccc2)C(C)C)cc1S(=O)(=O)N1CCCCC1
  -7%, 13, 5%, -1%, -2.7, 10%, ·, 2%
CCc1cc(C(=O)N2CCCC(CCC(=O)N3CCN(c4ccccn4)CC3)C2)no1 (stereo unspecified)
  -2%, 0, -8%, 2%, -1.4, 8%, 14%, 4%
N#Cc1ccccc1NC(=O)COC(=O)c1ccc2c(c1)OCCO2
  -5%, -7, 1%, 6%, -0.7, -2%, 13%, -7%
COc1ccc(Cl)cc1C(=O)NNC(=O)CCNS(=O)(=O)c1ccccc1
  -17%, -2, -4%, 2%, 1.3, 2%, 7%, 11%
CCCCn1c(N)c(N(CC(C)C)C(=O)CN2C(=O)NC3(CCC(C(C)(C)CC)CC3)C2=O)c(=O)[nH]c1=O (stereo unspecified)
  -4%, -8, -17%, -35%[inhibitor], 1.4, -15%, 21%, 20%
c1ccc(-c2csc3ncnc(N4CCOCC4)c23)cc1
  -10%, 5, 14%, -9%, -2.2, 14%, 17%, -13%
Nc1ncnc(Nc2cccc(Cl)c2Cl)n1
  3%, 1, 8%, 1%, 0.8, 4%, 10%, -5%
